# Screening data deposited in PubChem BioAssay by several laboratories.
# SRC3 inh: inhibitors of human steroid receptor coactivator 3 (SRC3) | Q9Y6Q9 | HEK293 GAL4-SRC3 luciferase reporter, luminescence | inhibition, % at 3.6 µM | 360,000 tested, 0.17% active;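 active = inhibition above a per-campaign cutoff, the mean of all compounds plus 3 SD, cut at about 60% in these data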;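 also: 0% = DMSO-treated cells and 100% = gossypol-treated cells at 36 µM; higher means less SRC3-driven luciferase light from the GAL4 reporter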
# MC4R antag cAMP: antagonists of human melanocortin 4 receptor (MC4R). P32245. MC4R-expressing cells, MTII-stimulated cAMP, LANCE TR-FRET. inhibition, % at 6.5 µM. 360,000 tested, 0.48% active. AID 540295;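 active = inhibition above its plate's cutoff, the mean of tested wells on that plate plus 3 SD, cut at about 29% in these data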;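 also: 0% = Melanotan II alone and 100% = Melanotan II plus saturating MCL0020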
#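 System: U2OS cells stably expressing human melanocortin 4 receptor (MC4R). Reagent: Melanotan II challenge after compound preincubation. Doses: 6.5 µM. Times: 30-min compound, 1-h challenge, 1-h detection, room temperature. Measured by: TR-FRET with Eu-cAMP and labeled anti-cAMP, 671 nm. Replicates: singlicate.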
# LMP1 NFkB inh: reduces LMP1-driven NF-kappaB luciferase signal. LMP1-induced NF-kappaB luciferase reporter cells, luminescence. inhibition, % at 12.5 µM. 350,000 tested, 0.69% active; in the data active = inhibition above about 41%;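 also: 0% = neutral control wells and 100% = reference inhibitor control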
# ABHD5 PLIN5 PPI: ABHD5-PLIN5 protein interaction inhibition; Q00G26+Q8WTS1; Split G. princeps luciferase complementation, luminescence, 4 h; inhibition, % at 4 µM; 360,000 tested, 0.78% active;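 active = inhibition above the mean inhibition across every tested compound plus 3 SD, cut at about 22% in these data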;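 also: 0% = DMSO only wells and the 100% control is not disclosed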
# NCOA2 inhibitor: human SRC2 (NCOA2) inhibition. Q15596. HEK293 GAL4-SRC2 luciferase reporter, luminescence. inhibition, % at 9 µM. 370,000 tested, 0.17% active;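 active = inhibition above the mean inhibition of all tested compounds plus 3 SD, set per campaign, cut at about 52% in these data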;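 also: 0% = DMSO treated cells and 100% = cells given Gossypol at 36 µM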
# LRH-1 inv ag: suppresses constitutive activity of human LRH-1; 360,000 tested, 0.13% active; inhibition, % at 3.6 µM; O00482; HEK293T StAR-luciferase reporter, LRH-1 transfected, 24 h;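 active = inhibition above the mean inhibition of all tested compounds plus 3 SD, cut at about 73% in these data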;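 also: 0% = DMSO wells and 100% = reporter-only cells lacking LRH-1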
# Target sequence (O00482 whole entry, looked up): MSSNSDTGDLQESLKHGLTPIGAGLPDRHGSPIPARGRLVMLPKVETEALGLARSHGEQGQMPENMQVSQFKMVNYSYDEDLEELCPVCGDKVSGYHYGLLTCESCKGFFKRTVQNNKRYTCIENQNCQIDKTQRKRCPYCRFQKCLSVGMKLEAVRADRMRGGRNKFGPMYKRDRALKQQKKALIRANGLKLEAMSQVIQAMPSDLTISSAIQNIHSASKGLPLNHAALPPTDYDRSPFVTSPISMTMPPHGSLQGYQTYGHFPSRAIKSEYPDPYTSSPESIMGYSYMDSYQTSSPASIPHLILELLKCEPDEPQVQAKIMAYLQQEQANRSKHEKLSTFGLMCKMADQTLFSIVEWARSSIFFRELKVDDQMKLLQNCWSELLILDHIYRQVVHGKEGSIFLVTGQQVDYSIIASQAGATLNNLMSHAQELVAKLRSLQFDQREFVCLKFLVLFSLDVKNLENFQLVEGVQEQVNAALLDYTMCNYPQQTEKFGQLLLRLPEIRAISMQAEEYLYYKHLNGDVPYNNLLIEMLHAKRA
# TLR9-MyD88 block: blocks human TLR9 binding to MyD88. inhibition, % at 4.98 µM. CHO BLA complementation TLR9-MyD88, CCF4 FRET ratio. AID 504734. 340,000 tested, 0.21% active;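 active = inhibition above the mean over all tested compounds plus 3 SD, cut at about 21% in these data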;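 also: 0% = DMSO only wells and 100% = clavulanate BLA inhibitor control wells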
# NCOA1 inh: human NCOA1 inhibition; AID 588354; inhibition, % at 3.6 µM; Q15788; HEK293 GAL4-SRC1 luciferase reporter, luminescence; 360,000 tested, 0.12% active;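 active = inhibition above the campaign mean plus 3 SD, with each screening campaign given its own cutoff, cut at about 60% in these data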;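 also: 0% = DMSO treated cells and 100% = gossypol at 36 µM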
# NR2F2 inh: inhibitors of human COUP-TFII (NR2F2); HEK293T NGFI-A luciferase reporter, luminescence; 370,000 tested, 0.7% active; inhibition, % at 8.6 µM; P24468; AID 686940;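 active = inhibition above a per-plate cutoff, mean inhibition of test wells between control levels plus 3 SD, cut at about 38% in these data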;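 also: cells cotransfected with COUP-TFII expression vector driving the NGFI-A reporter; 0% = median of COUP-TF2 test wells and 100% = reporter-only cells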
# Target sequence (P24468 whole entry, looked up): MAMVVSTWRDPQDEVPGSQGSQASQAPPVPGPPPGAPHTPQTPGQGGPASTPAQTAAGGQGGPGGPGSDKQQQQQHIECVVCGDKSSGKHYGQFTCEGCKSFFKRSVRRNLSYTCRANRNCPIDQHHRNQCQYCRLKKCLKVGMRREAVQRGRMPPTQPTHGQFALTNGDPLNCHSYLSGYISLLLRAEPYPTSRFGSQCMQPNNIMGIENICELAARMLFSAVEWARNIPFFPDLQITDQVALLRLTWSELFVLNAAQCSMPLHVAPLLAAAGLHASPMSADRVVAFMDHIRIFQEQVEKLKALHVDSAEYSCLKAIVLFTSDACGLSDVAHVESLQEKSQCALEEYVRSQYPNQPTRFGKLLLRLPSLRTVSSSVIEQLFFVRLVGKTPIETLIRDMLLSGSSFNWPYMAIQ
# MC4R ag barr: activates human MC4R beta-arrestin recruitment | U2OS MC4R beta-arrestin complementation, luminescence; percent of melanotan II response, DMSO zero | 360,000 tested, 0.98% active | activation, % at 8.9 µM | P32245;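 active = activation above a per-plate cutoff, the mean activation of sample wells on that plate plus 3 SD, cut at about 8% in these data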
# NOD2 RIPK2 PPI: inhibitors of human NOD2-RIPK2 interaction; O43353; CHO BLA complementation NOD2-RIPK2, CCF4 ratio; inhibition, % at 4.98 µM; 360,000 tested, 0.38% active; in the data active = inhibition above about 21%;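 also: 0% = vehicle only and 100% = reference blocker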
# An asterisk follows results filed as active; x = not tested or not shown.
SMILES,SRC3 inh,MC4R antag cAMP,LMP1 NFkB inh,ABHD5 PLIN5 PPI,NCOA2 inhibitor,LRH-1 inv ag,TLR9-MyD88 block,NCOA1 inh,NR2F2 inh,MC4R ag barr,NOD2 RIPK2 PPI
Cc1nc2c3ccccc3nc(NNC(=O)CCC(=O)NCCN3CCN(c4ccccc4F)CC3)n2n1,-26,3,-1,2,x,-11,2,2,x,-3.6,-1
COc1ccc(NC(=O)Cn2c(=O)n(CC(=O)NCc3ccco3)c(=O)c3ccccc32)cc1,-2,4,-17,8,6,10,1,-15,15,1.7,-7
CCCc1nc2scc(-c3ccccc3)c2c(=O)n1N,3,2,3,-8,1,-29,-14,-11,1,0.7,7
CCCCNS(=O)(=O)CCNCc1ccc(OC)cc1,2,5,1,-1,12,-24,-3,-6,-7,-2.8,-9
CCOC(=O)c1ccc(NC(=O)CN2C(=O)CSC(C)C2=O)cc1 (stereo not given),-1,2,-1,-3,-10,2,3,0,2,-2.3,-17
CCOc1ccc2cc(S(=O)(=O)N3CCN(C)CC3)ccc2c1,19,-5,5,11,-15,5,0,-1,6,-0.2,5
CCCCc1ccc(NC(=O)CN(C)CC(=O)Nc2ccccc2Cl)cc1,4,10,-4,-8,-25,9,-1,-7,-5,2.5,2
Cc1ccc(S(=O)(=O)N(CCCc2c(C)nc(N)[nH]c2=O)Cc2ccc([N+](=O)[O-])cc2)cc1,-1,4,-6,-10,-7,0,-6,5,5,-2.2,9
O=C(CCC(=O)N1CCOCC1)Nc1ccc(Cl)c(Cl)c1,18,11,-11,-2,-30,-11,-4,3,-12,1.5,-2
CCCCCCCNC(=O)C1(CC2CC(c3ccccc3)=NO2)CCN(C(=O)c2ccccc2)CC1 (stereo not given),-25,4,4,-8,4,-6,9,3,15,6.4,-9
Cc1nc2c(nnn2Cc2ccccc2Cl)c(=O)[nH]1,-5,9,2,3,0,-15,1,-23,6,2.4,0
O=C(c1cc(COc2cccc(C(F)(F)F)c2)on1)N1CCC(c2ccccc2)CC1,1,-8,-2,-9,-5,-2,-9,-30,-9,-1.8,-6
CC(Sc1nncs1)C(=O)Nc1ccc(Cl)cn1 (stereo not given),11,16,5,-3,-33,8,5,-6,-7,-2.3,-4
O=C(c1cc(-c2ccc(Cl)cc2)on1)N1CCN(c2ccc(F)cc2)CC1,1,1,-9,3,12,1,-2,7,-16,-0.6,-13
CCSc1ncc(Cl)c(C(=O)Nc2ccccc2C)n1,14,1,4,1,8,-1,-2,2,-7,0.1,4

# Taken from above:
# Reading of CCCCc1ccc(NC(=O)CN(C)CC(=O)Nc2ccccc2Cl)cc1 under TLR9-MyD88 block: -1
# Reading of CCCc1nc2scc(-c3ccccc3)c2c(=O)n1N under ABHD5 PLIN5 PPI: -8

# The list continues.
SMILES,SRC3 inh,MC4R antag cAMP,LMP1 NFkB inh,ABHD5 PLIN5 PPI,NCOA2 inhibitor,LRH-1 inv ag,TLR9-MyD88 block,NCOA1 inh,NR2F2 inh,MC4R ag barr,NOD2 RIPK2 PPI
CC1=CC(C)(C)N(C(=O)CNC2CCCCC2)c2cc(C)ccc21,16,10,-4,-2,-4,8,-14,-4,25,0.5,1
C=C(C)C1CC=C(C)/C(=N/NC(=O)CCCNc2cccc(C)c2)C1 (stereo not given),-9,2,-10,-7,-16,-1,3,-1,-3,-2.2,4
O=C(CN1C(=O)CSC1=O)NCc1ccccc1,12,-1,-8,1,-58,2,2,9,7,1.6,1
Cc1ccsc1C(=O)NCc1ccccc1Cl,-2,1,1,7,-18,-9,3,-18,-3,-1.7,-7
CCOC(=O)c1oc2ccccc2c1NC(=O)C(C)(C)C,17,-6,0,11,-32,19,4,16,11,2.7,-2
O=C(Nc1nnc(-c2ccc(Br)cc2)o1)C1=COCCO1,-7,5,3,-1,-16,-13,-22,-5,-14,-4.0,-9
CCCC(=O)Nc1nnc(CC(=O)OCC)s1,6,6,0,9,-15,4,0,-3,0,1.1,-2
COc1ccc(Cl)cc1NC(=S)NCc1ccc(S(N)(=O)=O)cc1,5,0,7,4,-12,0,8,-16,10,-1.6,-15
CCNCc1ccccc1OCc1ccccc1,12,3,-60,0,1,18,5,6,19,-2.4,-11
CC(c1ccco1)N(C(=O)c1ccc(F)cc1)c1ccccn1 (stereo not given),-4,-3,-3,-1,12,-14,-12,-1,2,-3.4,1
Cc1ccc(NS(=O)(=O)c2ccccc2F)cc1S(=O)(=O)N1CCCCC1,20,9,4,2,4,-14,-8,4,-20,-1.8,-20
CCCN(CC(=O)Nc1ccccc1OC)C(=O)c1cccc(S(=O)(=O)NCc2ccccc2)c1,-1,10,3,1,-15,-26,7,-8,11,-2.7,6
COc1cccc(CC(=O)Nc2ccc(S(=O)(=O)Nc3nccs3)cc2)c1,-11,0,7,-5,-5,15,7,-13,5,-1.2,-3
CC(C)CCN1CCN(Cc2nc3c(s2)CCCC3)CC1CCO (stereo not given),11,9,-1,-1,-6,2,3,5,-10,-1.8,-1
O=C(CCn1c(=O)oc2ccccc21)Nc1ccc(C(=O)O)cc1,-1,11,-6,5,-8,-13,-15,-46,4,-1.8,3
CC1CN(S(=O)(=O)c2ccc(C(=O)Nc3sccc3C(N)=O)cc2)CC(C)O1 (stereo not given),7,22,7,-2,-2,-5,6,3,6,-0.4,-2
CC(C(=O)NCCC1=CCCCC1)N1C(=O)c2ccccc2C1=O (stereo not given),1,9,6,7,-14,8,0,-4,-15,-0.6,8
C[C@@H]1C=C(C(=O)N2CCOCC2)O[C@H](OCc2ccc(CO)cc2)C1,6,10,1,4,-1,-8,1,2,-8,-0.8,-10
CCOc1ccc(NC(=O)c2cc(Cl)nc3ccccc23)cc1,18,2,-14,4,-33,2,-1,-9,7,-2.4,5
Cc1ccc(C(=O)COC(=O)CN2C(=O)C3C4C=CC(C4)C3C2=O)cc1[N+](=O)[O-] (stereo not given),3,23,-8,-2,x,7,2,-5,x,-0.4,-7
O=C(CC1Sc2ccccc2NC1=O)NNc1ccc(F)cc1 (stereo not given),12,3,-19,-2,-2,5,-10,6,1,1.0,4
CN1CCc2c1nc1ccccc1c2N=C1CCCN1Cc1ccccc1,-3,10,-13,11,10,1,-1,8,15,-1.1,-11
CN(C)S(=O)(=O)Oc1cccc(C(=O)Nc2ccc([N+](=O)[O-])cc2)c1,-41,6,-13,-2,-41,-73,2,-64,34,1.0,-3
S=C(Nc1ccc2c(c1)OCO2)N1CCCC1,-20,10,-7,5,-44,-27,-3,-24,-14,-1.8,-3
CC/C(O)=C1\C(=O)CCCC1=NCCc1nc2ccccc2[nH]1,16,2,-6,-1,x,-9,-3,-17,x,1.4,0
COc1ccc(S(=O)(=O)NCCCN2CCCC2=O)c(OC)c1,6,3,-13,-4,-25,-3,-19,2,20,-3.3,-6
O=C(Cn1c(-c2ccco2)nc2ccccc21)N1CCCCC1,7,-1,4,0,-11,5,1,-12,-4,-3.5,-3
Cn1c2c(c(=O)n(C)c1=O)C(C(F)(F)F)(C(F)(F)F)N=C(C1CCCCC1)N2,48,-37,14,-3,10,-3,1,28,13,-0.6,-1
Cn1cc(/C=C/c2nc3ccccc3c(=O)n2-c2cccc([N+](=O)[O-])c2)c2ccccc21,3,-1,5,-7,5,-1,-8,-43,11,-0.3,-8
O=C(O)CCCN1C(=O)/C(=C\c2ccc(-c3nc4ccccc4s3)o2)SC1=S,-10,5,-1,-5,5,16,12,-17,-6,-2.7,6
COc1ccc(/C=C/c2ccc3c(Br)ccc(O)c3n2)cc1,-54,3,-4,-1,-23,-16,17,-49,-16,-2.2,7
CC1CCCN(S(=O)(=O)c2ccc(C(=O)Nc3nnc(C4CC4)o3)cc2)C1 (stereo not given),5,2,-3,-6,-8,20,1,-2,5,-2.2,2
CSc1ccc(-c2ccco2)nn1,-28,24,-17,8,-43,-64,-7,-46,-22,-0.6,3
O=C1c2ccccc2C(=O)N1c1n[nH]c(CCc2ccccc2)n1,-1,3,-6,4,4,-6,-3,-21,5,0.5,-12
O=C(NCc1ccccc1)NC(=O)c1ccncc1,8,6,-5,-3,-29,6,5,-7,5,-1.6,-3
O=C(CCC(=O)Nc1ccccc1)N/N=C/c1ccccc1F,8,-1,-3,0,-22,15,10,15,2,-0.3,-5
COc1ccc(N2CCN(C(=O)CSc3nc4nc(C)cc(C)n4n3)CC2)cc1,5,-2,2,3,-9,-1,-3,-3,13,-1.6,-4
C=CCNC(=S)N1CCc2[nH]c3ccccc3c2C1,26,-3,x,2,-26,19,x,-3,-16,0.5,-10
COc1cccc2sc(N(CCCN(C)C)C(=O)c3ccc(S(=O)(=O)N4CCc5ccccc5C4)cc3)nc12,8,-4,x,22,-1,19,3,-2,-24,9.0*,13
O=C(c1oc(=O)c2ccccc2c1-c1ccccc1)N1CCC(O)CC1,-10,-7,-13,10,-10,7,-6,3,0,-1.4,-1
COc1ccccc1S(=O)(=O)Cc1ccc(C(=O)NCc2cccs2)o1,14,8,8,4,-14,7,-2,4,6,0.1,-1
COc1ccc(CCNC(=O)Cn2c(=O)[nH]c3ccsc3c2=O)cc1OC,7,3,-8,2,-7,-3,4,15,-3,-0.1,-4
Cn1cc(C(=O)C(=O)NCCc2ccccc2)c2ccccc21,16,3,4,-1,4,-9,4,11,-9,-2.3,-2
O=c1[nH]ncc(N/N=C\c2ccc(O)cc2O)c1Cl,-5,-33,4,-5,-29,3,-14,-1,-15,-1.5,-2
Cc1ccc(-n2nc3c(N4CCC(C(=O)N5CCN(C)CC5)CC4)nnc(C)c3c2C)cc1,10,8,-11,-8,-5,-7,-11,-19,-5,-2.8,-6
CCc1ccc(Nc2nnc(SCC(=O)c3c(N)n(C4CC4)c(=O)[nH]c3=O)s2)cc1,-26,8,-3,-3,-13,-3,-10,-12,14,2.2,-11
Cc1cc(Br)c(NC(=O)CN2CCCC2)c(Br)c1,-44,6,-13,-8,-27,-26,-14,-34,-10,1.7,-1
Cc1ccc2c(=O)c(C(=O)NCc3cccs3)c[nH]c2c1,-10,-4,-14,8,-57,-56,11,-33,0,1.6,0
COc1cc(/C=C2\SC(=S)N(CC(=O)O)C2=O)ccc1OS(=O)(=O)c1ccc(C)cc1,6,-1,0,5,-21,-46,8,-8,-8,1.1,-8
O=C(NC1CCCN(Cc2ccc(Cl)cc2)C1)c1cnc2ccccn2c1=O (stereo not given),6,1,-3,1,16,-3,-10,9,-19,0.3,5

# This is a subset; count on the stated rates, not on these rows.
